High-throughput results (PubChem BioAssay)
CHT allo act: CHT positive allosteric modulators, primary screen, cell-based, membrane potential dye, choline EC20. CHT-expressing cells; active compounds read high; LV-AA mutant CHT in HEK293 cells. High affinity choline transporter 1 (Homo sapiens), Q9GZV3. B-score at 10 µM. AID 488977, 2010. 310,000 tested, 0.49% active;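 active = initial fluorescence not abnormally high and integrated response B-score, plate-corrected, over 3 SD above library mean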
Target sequence (Q9GZV3 whole entry, looked up): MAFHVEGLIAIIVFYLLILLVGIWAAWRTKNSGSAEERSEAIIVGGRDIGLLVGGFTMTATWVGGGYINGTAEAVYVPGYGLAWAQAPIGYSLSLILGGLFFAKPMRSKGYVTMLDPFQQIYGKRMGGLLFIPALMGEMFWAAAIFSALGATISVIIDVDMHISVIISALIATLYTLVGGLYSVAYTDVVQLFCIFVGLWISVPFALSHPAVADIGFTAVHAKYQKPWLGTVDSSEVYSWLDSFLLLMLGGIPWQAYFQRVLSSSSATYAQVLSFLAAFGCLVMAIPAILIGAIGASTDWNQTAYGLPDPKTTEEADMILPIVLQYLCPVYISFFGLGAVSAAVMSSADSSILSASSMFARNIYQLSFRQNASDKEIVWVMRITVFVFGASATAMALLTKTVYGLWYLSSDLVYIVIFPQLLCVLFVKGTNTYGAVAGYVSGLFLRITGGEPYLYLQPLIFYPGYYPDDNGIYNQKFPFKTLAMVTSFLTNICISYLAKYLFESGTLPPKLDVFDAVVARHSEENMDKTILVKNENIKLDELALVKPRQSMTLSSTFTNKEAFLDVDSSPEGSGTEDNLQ
OX1R antag: OX1R (HCRTR1) antagonists, primary screen, fluorescence, CHO/OX1R cells, Fluo-8 calcium, orexin A; Fluo-8 calcium fluorescence; inhibition, % at 5 µM; 330,000 tested, 0.43% active; AID 434989, 2010;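 active = inhibition above its plate's threshold, mean inhibition of all tested compounds on the plate plus 3 SD, cut at about 37% in these data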;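 note: 0% = orexin A challenge wells and 100% = SB-334867-A antagonist wells; not every result past the cut was called active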
Target sequence (O43613 whole entry, looked up): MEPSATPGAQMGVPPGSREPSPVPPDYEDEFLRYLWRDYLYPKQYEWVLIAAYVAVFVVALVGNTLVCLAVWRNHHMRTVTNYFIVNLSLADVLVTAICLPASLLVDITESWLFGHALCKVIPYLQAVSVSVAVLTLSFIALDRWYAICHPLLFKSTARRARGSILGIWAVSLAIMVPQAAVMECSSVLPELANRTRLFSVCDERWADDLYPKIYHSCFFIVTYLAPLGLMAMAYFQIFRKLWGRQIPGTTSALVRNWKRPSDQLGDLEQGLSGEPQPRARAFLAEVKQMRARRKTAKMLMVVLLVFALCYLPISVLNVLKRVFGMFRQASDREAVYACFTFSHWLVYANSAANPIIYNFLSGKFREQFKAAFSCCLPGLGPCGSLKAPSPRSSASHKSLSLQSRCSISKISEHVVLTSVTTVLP
* marks the source's active call; other numbers are inactive results; i = inactive; nt = not tested or not shown.

SMILES | CHT allo act | OX1R antag
Cc1cc(=O)[nH]c(N/N=C/c2ccc(Cl)cc2Cl)n1 | i | -8
Cn1c(CC(=O)Nc2ccc(Cl)cc2)nnc1SCC(=O)N1CCOCC1 | i | -23
O=C(CSc1nc2ccccc2c(=O)n1-c1ccccc1)N1CCC1 | i | -9
Cc1ccc(CNC(=O)COC(=O)[C@@H]2CC(O)CN2S(=O)(=O)c2ccc3c(c2)OCCO3)cc1 (some centres undefined) | i | -14
CC1(C)CC(=O)C(C(=S)Nc2ccccc2)=C(NCCN2CCOCC2)C1 | i | -4
COc1ccc(OC)c(-c2nn(-c3ccccc3)cc2C(=O)NCC(c2ccco2)N2CCCC2)c1 (centres undefined) | nt | -39
Cc1c(C(=O)Nc2ccccn2)oc2ccccc12 | i | 2
COc1ccc(NC(=O)c2nnn(Cc3ccc(SC)cc3)c2N)c(OC)c1 | i | 0
CCOC(=O)N1CCN(Cc2ccc(OCC(O)CN3CCCCC3)cc2)CC1 (centres undefined) | i | -16
Cc1ccccc1S(=O)(=O)c1c(C)cc(C)n(C(C)C)c1=O | i | -26
COc1cccc(/C=C/C(=O)NNC(=O)CCN2CCN(Cc3ccccc3)CC2)c1 | i | -22
CCCn1c(SC(C)C(=O)NCC2CCCO2)nc2sc3c(c2c1=O)CCC3 (centres undefined) | i | -46
CCOC(=O)c1c(C)[nH]c(C2=NNC(=NC3CC3)SC2)c1C | i | -17
Cc1cc(N2CCCC2)nc2ccc(NC(=S)NC(C)C)cc12 | i | -6
CN(Cc1ccccc1)C(=O)COc1cccnc1[N+](=O)[O-] | i | 10
Cc1cc(=O)[nH]c(SCc2ccc(Cl)cc2)n1 | i | -5
COc1ccc(OCC(=O)NNC(=S)NC(=O)c2ccc([N+](=O)[O-])cc2)cc1 | i | -14
CCOC(=O)c1cnc2cc(-c3ccc(C(C)(C)C)cc3)nn2c1N | i | -13
O=C(COC(=O)/C=C/c1ccccc1[N+](=O)[O-])NCC(F)(F)F | i | -10
O=C(NCC(=O)N1CC(O)CC1C(=O)N1CC(O)CC1C(=O)OCc1ccccc1)OCc1ccccc1 (centres undefined) | i | -2
Cc1ccc(C2Nc3ccccc3C(=O)N2CCCN2CCOCC2)cc1 (centres undefined) | i | -24
CC(=O)Nc1ccc(NC(=O)CN(c2cc(Cl)ccc2Cl)S(C)(=O)=O)cc1 | i | -11
Cc1ccnc(NC(=O)c2cc(-n3cnnc3)ccc2Cl)c1 | i | -3
O=C(c1cncc(Br)c1)N1CCN(S(=O)(=O)c2ccc3ccccc3c2)CC1 | nt | -40
O=c1[nH]cc(COCC(F)CCl)c(=O)[nH]1 (centres undefined) | i | -12
SMILES | CHT allo act | OX1R antag
OC(COCc1ccc2c(c1)OCO2)CN1CCCCC1 (centres undefined) | i | -14
O=[N+]([O-])c1ccc(NCCCO)c(S(=O)(=O)N2CCOCC2)c1 | i | 1
O=C1N(c2ccccc2C(F)(F)F)O[C@]1(c1ccccc1)C1CCCCC1 | nt | -11
Cc1ccc(NC(=O)CN(C)C(=O)c2cccc(S(=O)(=O)NCc3ccccc3)c2)cc1 | i | -11
Cc1cc(C)c(C)c(S(=O)(=O)N2CCN(C(=O)c3ccncc3)CC2)c1C | nt | -19
O=C(O)c1ccc([N+](=O)[O-])c2c1C(=O)c1ccccc1C2=O | i | 13
COc1cccc(-c2c(C(=O)N/N=C/c3ccco3)nnn2-c2nonc2N)c1 | i | -15
CN(C)S(=O)(=O)c1ccc(C(=O)NCC2CC2(Cl)Cl)cc1 (centres undefined) | i | -7
CCNC(=O)CN(Cc1ccccc1)S(=O)(=O)c1ccccc1 | i | -7
Cc1ccc(-c2nn(CCC(N)=O)c(=O)c3ccccc23)cc1 | i | -25
CCc1ccc(NC(=O)c2n[nH]c(=O)c3ccccc23)cc1 | i | -12
CC(C)(C)N(Cc1ccccc1)C(=O)COC(=O)[C@@H]1CCCN1C(=O)c1cccs1 | i | -37
CCN(CC)C(=O)COC(=O)c1ccc(C)c(NC(=O)c2ccco2)c1 | i | -32
O=C(NCCCN1CCOCC1)c1cccc(S(=O)(=O)N2CCc3ccccc3C2)c1 | i | -12
O=C(COC(=O)C1CCN(S(=O)(=O)c2cccs2)CC1)Nc1ccccc1 | i | 11
COc1cccc(/C=N/n2c(-c3ccco3)nc3ccccc3c2=O)c1 | i | -23
Cc1ccc(C(=O)CCC(=O)Nc2ccccc2F)cc1 | i | nt
COc1c(Cl)cc(-c2noc(C)c2C(=O)NCc2ccc3c(c2)OCO3)cc1Cl | i | -45
COc1cccc(N(C(=O)c2ccco2)C(C(=O)NC2CCCC2)c2cccnc2)c1 (centres undefined) | i | -32
Cc1ccc(C)c(N2CCN(C(=O)c3cccn4c(=O)c5sccc5nc34)CC2)c1 | i | -13
CCN1C/C(=C/c2ccc(OC)c(O)c2)C(=O)/C(=C/c2ccc(OC)c(O)c2)C1 | i | -23
O=C1C2C3CCCC3=C3CCCC3C2C(=O)N1c1ccc(F)cc1 (centres undefined) | i | -34
O=C(CC1C(=O)NCCN1C(=O)Nc1ccccc1)Nc1ccc(F)cc1 (centres undefined) | i | -8
CN1C(=O)N(CC(=O)Nc2sccc2C(N)=O)C(=O)C12CCCCC2 | nt | -6
CC(=O)Nc1ccc(SCC(=O)NCCc2ccc(F)cc2)cc1 | i | -15

Some of the entries so far, as labelled records.
> O=C(NCCCN1CCOCC1)c1cccc(S(=O)(=O)N2CCc3ccccc3C2)c1
  CHT allo act: i; OX1R antag: -12

> CN(C)S(=O)(=O)c1ccc(C(=O)NCC2CC2(Cl)Cl)cc1 (centres undefined)
  CHT allo act: i; OX1R antag: -7

Other results:
SMILES | CHT allo act | OX1R antag
O=C(Cn1nnc(-c2ccc(CN3CCOCC3)cc2)n1)Nc1nc(-c2ccccc2)cs1 | i | -7
CCOC(=O)c1[nH]c(C)c(C(=O)N(CC)CC)c1C | i | -7
O=C(CCN1C(=O)/C(=C/c2ccc(Cl)cc2)SC1=S)Nc1cccnc1 | i | -12
C[C@@H]1CN([C@@H](C)CO)C(=O)c2cccc(NS(=O)(=O)c3ccc(F)cc3)c2O[C@H]1CN(C)C(=O)NC1CCCCC1 | nt | -14
CCCCn1c(N)c(N(CCOC)C(=O)COC(=O)/C=C/c2ccc(Br)cc2)c(=O)[nH]c1=O | i | -8
CCOC(=O)C1=C(COC(=O)CNC(=O)c2cccc(C)c2)NC(=O)NC1C (centres undefined) | i | -11
COc1ccc2c(c1)OC[C@H]1[C@H]2N2C(=O)CN(Cc3ccco3)C(=O)[C@@]2(C)[C@H]1c1ccccc1 | nt | -5
COc1ccccc1Oc1ccc(S(=O)(=O)N2CCCC2)cc1 | i | -11
COc1ccccc1-n1cnc(N)c1C(=O)c1ccccc1 | i | 0
CCn1c(SCC(=O)N2CCN(c3ccc(Cl)cc3)CC2)nc2ccccc2c1=O | i | -31
O=C(COC(=O)Cc1c(Cl)cccc1Cl)Nc1ccccc1-c1ccccc1 | i | -10
COc1ccc(Cl)cc1NC(=O)CN(C)C(=O)c1ccc(C)s1 | i | -26
CCOC(=O)N1CCN(C(=O)c2ccc3c(c2)N(C)C(=O)/C(=C\c2ccc(OCC)c(OC)c2)S3)CC1 | i | -13
CCN(CCCNC(=O)C1CCN(S(=O)(=O)c2cnc[nH]2)CC1)c1cccc(C)c1 | i | -16
O=S(=O)(NC1CC1)c1ccc(S(=O)(=O)N2CCCC3(CCCCC3)C2)cc1 | i | -17
CN(C)S(=O)(=O)c1ccc(C(=O)NCCSc2ccccc2)cc1 | i | -7
Cc1ccc(S(=O)(=O)N(C)C)cc1NC(=O)C(C)OC(=O)/C=C/c1cccs1 (centres undefined) | i | -20
CCOc1ccc(NC(=O)CN(C)C(=O)c2cn(-c3ccccc3)nc2-c2cccs2)cc1OCC | i | nt
CCOC(=O)c1sc2ncnc(N3CCN(C(=O)OCC)CC3)c2c1C | i | -10
CCOC(=O)c1ccc(NC(=O)COC(=O)Cc2csc(-c3ccccc3)n2)cc1 | i | -11
O=C1N/C(=C\c2ccc(N3CCOCC3)c(F)c2)C(=O)N1Cc1ccccc1 | i | -3
COc1ccc(-c2c(C#Cc3ccsc3)c3ccccc3n2C)cc1 | i | -4
CC(C)C(C(=O)Nc1ccc2c(c1)OCO2)N1C(=O)c2ccccc2C1=O (centres undefined) | i | -15
CC(=O)c1cccc(S(=O)(=O)N2CCC(C(=O)Oc3ccc(-c4nnco4)cc3)CC2)c1 | nt | -9
COC(=O)C1=C(C)N(CCCC(=O)O)C(=O)NC1c1ccccc1OS(=O)(=O)c1ccc([N+](=O)[O-])cc1 (centres undefined) | i | -8

Structures listed so far that have an NH in an aromatic ring (eight):
SMILES | CHT allo act | OX1R antag
Cc1cc(=O)[nH]c(N/N=C/c2ccc(Cl)cc2Cl)n1 | i | -8
CCOC(=O)c1c(C)[nH]c(C2=NNC(=NC3CC3)SC2)c1C | i | -17
Cc1cc(=O)[nH]c(SCc2ccc(Cl)cc2)n1 | i | -5
O=c1[nH]cc(COCC(F)CCl)c(=O)[nH]1 (centres undefined) | i | -12
CCc1ccc(NC(=O)c2n[nH]c(=O)c3ccccc23)cc1 | i | -12
CCOC(=O)c1[nH]c(C)c(C(=O)N(CC)CC)c1C | i | -7
CCCCn1c(N)c(N(CCOC)C(=O)COC(=O)/C=C/c2ccc(Br)cc2)c(=O)[nH]c1=O | i | -8
CCN(CCCNC(=O)C1CCN(S(=O)(=O)c2cnc[nH]2)CC1)c1cccc(C)c1 | i | -16

Next structures.
SMILES | CHT allo act | OX1R antag
O=C(CCN1C(=O)c2ccccc2C1=O)NNC(=O)c1ccc(Cl)cc1Cl | i | -7
CCCCCCSc1ccc([C@@H]2[C@@H]3C(=O)N(C)C(=O)[C@@H]3[C@]3(C(=O)OC)CCCCN23)cc1 | nt | -31
COc1ccccc1/C=N/Nc1nncc2ccccc12 | i | -25
COc1ccc(CCNC(=O)C(C)OC(=O)c2cccs2)cc1OC (centres undefined) | i | -15
O=C(O)c1cc2nc3c(c(C(F)(F)F)n2n1)CCc1ccccc1-3 | i | -28
CCN1CCN(C(=O)/C=C/c2ccccc2[N+](=O)[O-])CC1 | i | -14
COc1ccc(-c2oc3ccc(-c4cc(OC)c(OC)c(OC)c4)cc3c2C(=O)c2ccc(OC)nc2)cc1 | i | -38
Cc1ccc(C)c2[nH]c(=O)c(CCNC(=O)c3cc4ccccc4o3)cc12 | i | -30
CCOc1ccc(-c2nnc3sc(COc4ccccc4)nn23)cc1 | i | -29
O=C(Nc1ccc(O)c(-c2nc3ccccc3o2)c1)C1(c2ccc(Cl)cc2)CCCC1 | i | -27
COc1ccc(C(=O)COC(=O)CNC(=O)c2ccccc2)cc1F | nt | -2
CC(C)c1ccc(-c2nnn(CC(=O)N3CCCCC3)n2)cc1 | i | -9
COc1ccc(C(=O)c2cn[nH]c2-c2cc(C)ccc2O)cc1 | i | 11
CCN(CC(=O)NC1CCS(=O)(=O)C1)C(=O)c1ccc(S(=O)(=O)N(CC)CC)cc1 (centres undefined) | nt | 16
COC(C(=O)Nc1ccnn1C1CCN(Cc2ccccn2)CC1)c1ccccc1 (centres undefined) | i | -23
CCC1C(=O)Nc2nc(-c3ccccc3)c(-c3ccccc3)n2N=C1C (centres undefined) | i | -41
CCOc1ccc(CCNC(=O)Cc2ccc(S(=O)(=O)N3CCOCC3)s2)cc1OCC | i | -11
CCOC(=O)c1[nH]c2ccc(Br)cc2c1NC(=O)CCN1CCN(C(=O)OCC)CC1 | i | -16
NCCc1nnc(SCc2ccc(F)cc2)o1 | i | -9
O=S(=O)(NCCSc1ccc(Cl)cc1)c1ccc(F)cc1 | i | -11
COC(=O)c1cccc(NC(=S)N2CCCCC2)c1 | i | -10
O=C(O)CCN1C(=O)c2ccc(Oc3ccc4c(c3)C(=O)N(CCC(=O)O)C4=O)cc2C1=O | i | -6
CN(C)C(=O)c1ccc(-n2nc(C(F)(F)F)c3c2CCCC3)cc1 | i | 2
COc1ccc(NC(=O)C(C)Sc2nnc(C3CC3)n2C2CC2)cc1 (centres undefined) | nt | -11
CC(NC(=O)Cc1ccccc1)C1COc2ccccc2O1 (centres undefined) | i | -16
SMILES | CHT allo act | OX1R antag
COc1ccc(-n2cc(CN[C@H]3CCCCNC3=O)c(-c3cccc(F)c3)n2)cc1 | i | -20
CSc1ccc(/C=N/NC(=O)COc2ccc(Br)cc2Cl)cc1 | i | -7
Cc1ccc(NC(=O)c2nc[nH]c2C(=O)NCCCNC(=O)c2[nH]cnc2C(=O)Nc2ccc(C)cc2)cc1 | nt | -9
COc1ccc(NC(=O)CN(C)C(=O)c2cc(-c3ccco3)nc3ccccc23)cc1 | i | 28
CC(OC(=O)c1ccc(S(=O)(=O)NCc2ccco2)cc1)C(=O)Nc1ccccc1 (centres undefined) | nt | 31
CC1CCC(=NNC(=O)c2ccccc2-n2cccc2)CC1 (centres undefined) | i | -11
COC(=O)c1cc(=O)c2c(C)nc(C(Cl)(Cl)Cl)nc2[nH]1 | i | -7
COc1cccc(C=Nc2cccnc2)c1O | i | -6
O=C(CN1C(=O)c2ccccc2C1=O)NCc1ccc(N2CCOCC2)cc1 | i | -25
O=c1c(O[C@H]2O[C@@H](CO)[C@H](O)[C@@H](O)[C@@H]2O)c(-c2ccc(O)cc2)oc2cc(O)cc(O)c12 | nt | 8
CCN(CCNC(=O)C1CCCN(Cc2nc(-c3ccc(OC)cc3)oc2C)C1)c1ccccc1 (centres undefined) | i | -28
CCc1ccc(NC2Nc3cc(C)nn3S2)cc1 (centres undefined) | i | 7
